Assay outcomes: PubChem, several laboratories
CAL PDZ FP-1: blocks peptide binding to human CAL PDZ domain; purified CAL PDZ, TMR-peptide fluorescence polarization, 1 h; inhibition, % at 20 µM; hit rate 0.02% among 330,000; AID 504414;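 active = highest replicate inhibition of at least 40%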;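 note: plate controls were DMSO neutral control wells for no effect and unlabeled competitor peptide control wells for full effect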
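Assay system – tagged CAL PDZ protein CerCALP, purified · Timing – 1 h at RT · Compound – single point, 20 µM · Measured by – fluorescence polarization from S- and P-plane intensities, G-factor corrected · Evaluation – inhibition from polarization loss · Probe or stimulus – TMR reporter peptide T*-PRC34 · Buffer or medium – pH 7.4 phosphate-saline buffer, reducing agent, detergent, IgG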
CDK5 p35 inh: blocks human CDK5/p35 kinase activity; Q00535+Q15078; Recombinant CDK5/p35, ADP-Glo luminescence, 60 min; inhibition, % at 10 µM; hit rate 0.01% among 330,000; AID 488839;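 active = highest replicate inhibition of at least 50% and at least 75% of replicates reaching 50%; inconclusive = only one of the two criteria met; inactive = both criteria failed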;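 note: plate controls were DMSO neutral control for no effect and GW8510 at 10 µM for full effect; many of its hits are not listed in these tables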
Target sequence (Q00535 whole entry, looked up): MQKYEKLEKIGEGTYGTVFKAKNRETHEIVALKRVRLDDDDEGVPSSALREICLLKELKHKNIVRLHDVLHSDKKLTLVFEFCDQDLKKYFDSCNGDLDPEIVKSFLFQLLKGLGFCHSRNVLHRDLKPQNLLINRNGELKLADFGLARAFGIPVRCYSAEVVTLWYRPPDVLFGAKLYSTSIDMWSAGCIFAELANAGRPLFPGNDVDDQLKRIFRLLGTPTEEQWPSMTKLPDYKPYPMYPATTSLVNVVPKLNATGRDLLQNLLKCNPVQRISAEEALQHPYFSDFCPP
Target sequence (Q15078 whole entry, looked up): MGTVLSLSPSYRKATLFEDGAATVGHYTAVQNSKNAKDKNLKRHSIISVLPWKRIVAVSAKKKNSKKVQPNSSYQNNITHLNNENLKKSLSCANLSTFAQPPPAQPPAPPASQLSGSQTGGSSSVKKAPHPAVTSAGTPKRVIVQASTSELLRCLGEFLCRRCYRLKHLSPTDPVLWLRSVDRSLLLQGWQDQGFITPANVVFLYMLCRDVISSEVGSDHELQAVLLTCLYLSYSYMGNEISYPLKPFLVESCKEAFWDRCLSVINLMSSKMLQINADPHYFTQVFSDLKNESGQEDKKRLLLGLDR
dFosB activator: enhances mouse delta FosB homodimer DNA binding | activation, % at 25 µM | purified delta FosB, TAMRA-CDK5 oligo fluorescence polarization; percent of positive-control signal above neutral wells | P13346 | hit rate 0.99% among 340,000;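 active = mean activation above about 17%, with every replicate also reaching it, limit read from the data, passing the limit was not always enough; inconclusive = only one of the two conditions met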;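 note: fluorescence polarization rise as delta FosB binds a TAMRA Cdk5 AP-1 oligo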
Target sequence (P13346 whole entry, looked up): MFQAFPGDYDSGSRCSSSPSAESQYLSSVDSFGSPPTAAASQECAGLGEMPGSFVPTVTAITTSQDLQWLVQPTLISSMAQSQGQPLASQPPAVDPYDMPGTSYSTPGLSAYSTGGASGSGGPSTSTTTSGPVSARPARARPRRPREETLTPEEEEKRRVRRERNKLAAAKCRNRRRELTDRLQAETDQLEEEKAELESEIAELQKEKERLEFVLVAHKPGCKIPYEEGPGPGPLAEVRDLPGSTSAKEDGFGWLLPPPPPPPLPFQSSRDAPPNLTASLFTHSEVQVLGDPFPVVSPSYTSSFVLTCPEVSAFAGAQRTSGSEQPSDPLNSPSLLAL
Rtt109 HAT inh: inhibitors of Candida albicans Rtt109/Vps75 histone acetyltransferase; hit rate 0.16% among 330,000; purified Rtt109/Vps75, ThioGlo CoA-SH fluorescence, 4 h; Q5AAJ8; inhibition, % at 34.9 µM;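 active = inhibition of at least 50% in every replicate; inconclusive = best replicate reaches 50% inhibition but some replicates fall short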
CAL PDZ FP-2: blocks peptide binding to the human CAL PDZ domain | Q9HD26 | purified CAL PDZ, TMR-peptide fluorescence polarization, 1 h | inhibition, % at 24.9 µM | hit rate 0.92% among 300,000 | AID 602252;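 active = mean inhibition of at least 30% with at least half of replicates also reaching 30%; inconclusive = no clear call, values can overlap the other calls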;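 note: 0% = DMSO neutral control and 100% = excess unlabeled competitor peptide PRC23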
Tat export inh: inhibitors of E. coli Tat protein transport | AID 488895 | inhibition, % at 10 µM | hit rate 0.036% among 340,000 | E. coli MC4100 TorA-mCherry Tat export, fluorescence;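 active = mean replicate inhibition at least 50% and at least half of replicates individually reaching 50%; inconclusive = only one of the two criteria met; inactive = neither criterion met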;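 note: exported cargo escapes ClpAP degradation while cytoplasmic cargo is degraded and loses fluorescence; 0% = median of neutral control wells and 100% = median of NaSCN control wells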
Wnt act: Wnt/beta-catenin pathway activation | Wnt/beta-catenin reporter cell assay, activator, plate reader | activation, % at 9.35 µM | hit rate 1.2% among 300,000 | AID 743398; in the data active = activation above about 30%, passing the limit was not always enough; inconclusive = no clear call, values can overlap the other calls;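 note: 0% = neutral control wells and 100% = positive control wells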
RTF Ca sens act: increases calcium sensitivity of human cardiac regulated thin filaments | P19429+P45379 | IANBD-labeled TnC RTF fluorescence at EC20 calcium; 0% EC20 calcium, 100% full calcium | hit rate 0.24% among 340,000 | activation, % at 7.2 µM;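 active = activation above the mean over all tested compounds plus 3 SD, cut at about 30% in these data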;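 note: rise in fluorescence read as greater calcium sensitivity of cardiac thin filaments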
V-ATPase pHluor: regulators of yeast V-ATPase proton transport. hit rate 0.37% among 350,000. S. cerevisiae, pHLuorin cytosolic pH fluorescence. response, % at 10 µM; in the data active = response mostly above about 7.3%, no sharp cut-off; inactive = mostly below about 5.4%; note: actives read high; inactives centre near 0; some compounds called inactive have numbers as strong as hits; reference of the scale not given here
MITF TRPM1 HTS: activators of MITF-driven TRPM1 promoter activity in SK-MEL-5 cells; hit rate 0.75% among 300,000; activation, % at 12.5 µM; SK-MEL-5 TRPM1-promoter luciferase, 24 h; % of positive control, neutral wells = 0;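 active = mean activation of at least 80% with every replicate also reaching 80%; inconclusive = mean reaches 80% but some replicate falls short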;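 note: 0% = neutral control wells and 100% = parthenolide positive control wells; values of inactives mirror those of a sister screen read the other way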
Active calls of the source: *; u = inconclusive; x = no result given.

1) COc1ccc(C2Nc3ccccc3C(=O)N2C2CCCCC2)cc1 (stereo unspecified)
2) O=c1n(-c2ccccc2)c(=O)n2n1CCCC2
3) Cc1ccc(N2C(=O)N3[C@H]4c5ccccc5OC[C@@H]4[C@@H](c4ccccc4)[C@@]3(C)C2=O)cc1
4) COc1ccc(C(=O)CN2CCN(c3ccc(F)cc3)CC2)cc1
5) COc1ccc(C(=O)CC(=O)C(=O)Nc2ccc(C)c(Cl)c2)cc1
6) Cc1occc1C(=O)N1CCCC(CO)(Cc2ccc(F)cc2F)C1 (stereo unspecified)
7) CC1CCCN(c2nc3c(c(=O)[nH]c(=O)n3C)n2CCSc2nc3ccccc3o2)C1 (stereo unspecified)
8) CCCNS(=O)(=O)c1ccc(OCC(=O)N2CCOCC2)cc1

Screen / compound no.	1	2	3	4	5	6	7	8
CAL PDZ FP-1	-0.2	-1.9	0.3	-20	x	-1.7	0.4	-2.2
CDK5 p35 inh	-2.1	0.3	0.3	-1.0	-1.1	-0.6	1.7	1.4
dFosB activator	-9	-5	-4	-7	0	1	-4	3
Rtt109 HAT inh	-2	-12	2	6	-1	-7	3	12
CAL PDZ FP-2	-3	-2	-5	-5	0	0	-1	0
Tat export inh	1	0	-3	4	-4	11	1	-1
Wnt act	2	x	x	1	-2	2	2	0
RTF Ca sens act	-6	-5	-3	1	-3	-4	-2	-6
V-ATPase pHluor	2	3	-4	0	-1	7	1	4
MITF TRPM1 HTS	30	1	-15	-1	-6	6	14	10

9) COc1ccc(S(=O)(=O)NC(C)C(=O)NCc2ccncc2)cc1OC (stereo unspecified)
10) Cc1[nH]nc2c1C(c1ccc(O)cc1)C1=C(CC(C)(C)CC1=O)N2 (stereo unspecified)
11) COc1ccc(CCNC(=O)CCCCCn2c(SCC(N)=O)nc3cc4c(cc3c2=O)OCO4)cc1OC
12) COc1ccccc1N(CC(=O)N(C)Cc1ccccc1)S(=O)(=O)c1cccs1
13) O=C(CC1C(=O)NCCN1CC1CCCCC1)NCc1ccccc1Cl (stereo unspecified)
14) COc1ccc(C2(c3ccc(OC)cc3)NC(=O)N(CC(=O)Nc3ccccc3)C2=O)cc1
15) CC(C)CC(NS(=O)(=O)c1ccc2[nH]c(=O)c(=O)[nH]c2c1)C(=O)O (stereo unspecified)
16) O=C(Nc1cc(Cl)cc(Cl)c1)C1CC(=O)N(C2CCCC2)C1 (stereo unspecified)

Screen / compound no.	9	10	11	12	13	14	15	16
CAL PDZ FP-1	-0.8	0.3	0.1	-0.5	-1.2	-2.3	0.1	-2.5
CDK5 p35 inh	1.8	4.6	0.0	-0.5	-1.7	-4.1	1.7	-0.2
dFosB activator	1	-8	0	-7	-4	-7	4	-3
Rtt109 HAT inh	4	-3	-3	5	x	u	6	6
CAL PDZ FP-2	-2	5	3	-4	0	-3	3	-3
Tat export inh	-2	-3	0	-6	-4	-4	5	-14
Wnt act	-1	9	-1	4	-6	-4	11	0
RTF Ca sens act	-8	0	3	-2	6	1	0	-6
V-ATPase pHluor	6	1	-5	-1	x	-2	1	0
MITF TRPM1 HTS	1	26	-6	1	7	-16	-1	5

17) O=C(Cn1c(=S)[nH]c2ccccc2c1=O)N1CCN(c2ccccc2)CC1
18) Cc1ccc(C2CC2c2n[nH]c(=S)n2-c2cccc(Cl)c2)cc1 (stereo unspecified)
19) Cc1cc(C(=O)Nc2nncs2)oc1C
20) COC(=O)c1cc(C(=O)OC)cc(S(=O)(=O)Nc2ccc(Cl)c(N)c2)c1
21) COc1ccc(S(=O)(=O)N2CCC(C(=O)N3CCCC3)CC2)cc1Cl
22) CC(C)NC(=O)N(C)C[C@H]1Oc2c(cccc2N(C)C)C(=O)N([C@H](C)CO)C[C@@H]1C
23) Cc1nc(N/C(N)=N/S(=O)(=O)c2ccccc2)nc2ccccc12
24) N#CCN(N=Nc1ccccc1)c1ccccc1

Screen / compound no.	17	18	19	20	21	22	23	24
CAL PDZ FP-1	-0.3	-2.0	-0.5	x	0.4	0.4	-2.2	-0.6
CDK5 p35 inh	0.0	1.0	-0.6	0.0	-0.7	-0.3	0.5	-0.4
dFosB activator	u	-6	2	-6	1	-1	-17	2
Rtt109 HAT inh	4	35	6	9	-5	-3	4	-4
CAL PDZ FP-2	-6	0	-2	-4	-1	-3	-1	-4
Tat export inh	-13	7	-7	4	-4	3	1	0
Wnt act	0	x	0	x	x	3	5	1
RTF Ca sens act	-1	0	-3	-6	1	8	0	-8
V-ATPase pHluor	1	2	1	0	7	1	-2	6
MITF TRPM1 HTS	-4	1	21	-5	1	-3	11	14

(more compounds)
| no. | Compound | CAL PDZ FP-1 | CDK5 p35 inh | dFosB activator | Rtt109 HAT inh | CAL PDZ FP-2 | Tat export inh | Wnt act | RTF Ca sens act | V-ATPase pHluor | MITF TRPM1 HTS |
| --- | --- | --- | --- | --- | --- | --- | --- | --- | --- | --- | --- |
| 25 | CCN(CC)C(=O)CCCOc1ccc(Cl)cc1Cl | -2.5 | -0.6 | -3 | 4 | -2 | 7 | x | 2 | 0 | x |
| 26 | CN(/N=C/c1cccnc1)c1cnn(-c2ccc(F)c(Cl)c2)c(=O)c1Cl | -1.1 | 0.3 | -7 | -12 | 2 | -9 | 1 | 4 | -3 | -11 |
| 27 | CSCCC(NC=C1C(=O)OC(C)(C)OC1=O)C(=O)O (stereo unspecified) | -1.5 | -0.8 | 1 | 5 | -4 | -3 | 3 | 3 | -6 | x |
| 28 | Cc1ccc(S(=O)(=O)NC2CCCCC2)c2nsnc12 | -2.7 | -1.4 | -6 | 4 | 7 | 9 | -2 | 3 | 0 | 13 |
| 29 | COc1ccc(CNC(=O)C(C)OC(=O)c2cccs2)cc1 (stereo unspecified) | -2.6 | -1.6 | 1 | 1 | -2 | -14 | -1 | 4 | 1 | 0 |
| 30 | Cc1ccc(Sc2nc(C)cc(C)c2S(C)(=O)=O)cc1 | 0.0 | -1.4 | 2 | 10 | 0 | 0 | 0 | -2 | 0 | 9 |
| 31 | COCCCNC(=O)c1cn(C)c(=O)c2cc(OC)c(OC)cc12 | 0.2 | 1.1 | -2 | 10 | -4 | 24 | x | -1 | -2 | 8 |
| 32 | COc1ccc(OC)c(NC(=O)c2cc(-c3cc(C)ccc3O)n[nH]2)c1 | -1.2 | -1.1 | -1 | 5 | 0 | -2 | 3 | 2 | 2 | 2 |
| 33 | COc1ccc(-n2c(N)c(-c3nc4ccccc4n3C)sc2=S)cc1 | 0.5 | -0.4 | -2 | 12 | 2 | -3 | x | -7 | 2 | -4 |
| 34 | O=C(CN1c2ccccc2Sc2ccccc21)NNC(=O)Nc1ccc(Cl)cc1 | 0.2 | -2.7 | 6 | -3 | x | -11 | -3 | 1 | -1 | x |
| 35 | O=C(CN1C(=O)NC2(CCOc3ccccc32)C1=O)NCCc1ccc(F)cc1 (stereo unspecified) | -0.7 | -0.2 | -3 | 1 | x | 2 | -4 | 5 | 3 | -3 |
| 36 | Cc1ccc(C)c(N2N=C(C(=O)OCc3nnc(-c4cccs4)o3)CCC2=O)c1 | 0.1 | -1.8 | -10 | 3 | -1 | -3 | -1 | 1 | -3 | 5 |
| 37 | COC(=O)c1ccc(NC(=S)N2CCC(C(N)=O)CC2)cc1 | 0.3 | -0.5 | 0 | 8 | -5 | -2 | -3 | 3 | 1 | 15 |
| 38 | Cc1ccccc1SCC(=O)OCC(=O)Nc1sccc1C(N)=O | -2.9 | -2.7 | -12 | -2 | -2 | -1 | 0 | 2 | 3 | 5 |
| 39 | CNC(=O)C(=O)Nc1cc2c3c(c1)C(C)C(=O)N3CCC2 (stereo unspecified) | -1.7 | 0.9 | -2 | 40 | -4 | 5 | -1 | 3 | -1 | -8 |
| 40 | CC1CN(C)C(C)C/C1=N/Oc1ccccc1[N+](=O)[O-] (stereo unspecified) | 0.7 | -0.3 | 4 | 3 | x | -4 | 0 | 3 | 0 | 5 |
| 41 | COc1ccc(N2CCN(C(CNC(=O)C(=O)NCC3CCCO3)c3ccco3)CC2)cc1 (stereo unspecified) | -0.5 | -0.4 | -10 | -4 | x | 2 | -1 | 3 | 3 | 1 |
| 42 | COC(=O)/C=C\C(C#N)(C#N)N=Cc1ccc(OC)cc1 | -0.8 | 0.4 | -6 | 9 | -4 | -4 | -3 | -2 | 5 | -2 |
| 43 | CCc1nnc(NC(=O)CCC(=O)N2CCN(CCOc3ccc(C)cc3)CC2)s1 | -1.2 | -0.2 | 2 | -10 | -1 | -13 | x | -6 | 1 | -10 |
| 44 | CC[C@]12c3[nH]c4ccc(Cl)cc4c3CCN1C(=O)[C@@H](CC(=O)NCc1ccco1)C[C@@H]2C(=O)N1CCN(C(=O)c2ccco2)CC1 | -1.5 | -3.6 | -9 | 4 | -5 | 0 | -1 | 2 | 3 | 5 |

By substructure, the compounds so far with an NH in an aromatic ring.
| no. | Compound | CAL PDZ FP-1 | CDK5 p35 inh | dFosB activator | Rtt109 HAT inh | CAL PDZ FP-2 | Tat export inh | Wnt act | RTF Ca sens act | V-ATPase pHluor | MITF TRPM1 HTS |
| --- | --- | --- | --- | --- | --- | --- | --- | --- | --- | --- | --- |
| 7 | CC1CCCN(c2nc3c(c(=O)[nH]c(=O)n3C)n2CCSc2nc3ccccc3o2)C1 (stereo unspecified) | 0.4 | 1.7 | -4 | 3 | -1 | 1 | 2 | -2 | 1 | 14 |
| 10 | Cc1[nH]nc2c1C(c1ccc(O)cc1)C1=C(CC(C)(C)CC1=O)N2 (stereo unspecified) | 0.3 | 4.6 | -8 | -3 | 5 | -3 | 9 | 0 | 1 | 26 |
| 15 | CC(C)CC(NS(=O)(=O)c1ccc2[nH]c(=O)c(=O)[nH]c2c1)C(=O)O (stereo unspecified) | 0.1 | 1.7 | 4 | 6 | 3 | 5 | 11 | 0 | 1 | -1 |
| 17 | O=C(Cn1c(=S)[nH]c2ccccc2c1=O)N1CCN(c2ccccc2)CC1 | -0.3 | 0.0 | u | 4 | -6 | -13 | 0 | -1 | 1 | -4 |
| 18 | Cc1ccc(C2CC2c2n[nH]c(=S)n2-c2cccc(Cl)c2)cc1 (stereo unspecified) | -2.0 | 1.0 | -6 | 35 | 0 | 7 | x | 0 | 2 | 1 |
| 32 | COc1ccc(OC)c(NC(=O)c2cc(-c3cc(C)ccc3O)n[nH]2)c1 | -1.2 | -1.1 | -1 | 5 | 0 | -2 | 3 | 2 | 2 | 2 |
| 44 | CC[C@]12c3[nH]c4ccc(Cl)cc4c3CCN1C(=O)[C@@H](CC(=O)NCc1ccco1)C[C@@H]2C(=O)N1CCN(C(=O)c2ccco2)CC1 | -1.5 | -3.6 | -9 | 4 | -5 | 0 | -1 | 2 | 3 | 5 |
